EBI2 block: EBI2 receptor antagonists, beta-arrestin recruitment, primary screen, cell-based, luminescence, 7a,25-OHC stimulation, uHTS | G-protein coupled receptor 183 (Homo sapiens), P32249 | 7a,25-OHC stimulated | inhibition, % at 5 µM | actives 0.81% (n = 360,000) | AID 651636, 2012; in the data active = inhibition above about 38%;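 also: enzyme fragment complementation signal reports receptor beta-arrestin coupling in cells; 0% = agonist plus DMSO wells and 100% = wells without agonist; some results beyond the cut were filed as inactive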
UBC13 polyUb: UBC13 polyubiquitin chain formation inhibitors, primary screen, biochemical, TR-FRET, uHTS; Ubiquitin-conjugating enzyme E2 N (Homo sapiens), P61088; inhibition, % at 20 µM; actives 0.47% (n = 330,000); in the data active = inhibition above about 45%, passing the limit was not always enough
Target sequence (P61088 whole entry, looked up): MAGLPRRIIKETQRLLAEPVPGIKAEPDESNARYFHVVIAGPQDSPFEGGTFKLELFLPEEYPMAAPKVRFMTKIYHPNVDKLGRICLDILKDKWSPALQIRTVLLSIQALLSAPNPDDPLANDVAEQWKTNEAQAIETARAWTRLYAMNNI
Gli-Sufu block: Gli-Sufu pathway antagonists, primary screen, luciferase luminescence, Sufu-KO-LIGHT cells, uHTS; actives 0.74% (n = 340,000); AID 588413, 2011; Sufu-KO-LIGHT fibroblasts, Gli luciferase reporter luminescence; inhibition, % at 5 µM;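 active = inhibition above about 55%, limit read from the data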;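 also: 0% = DMSO-treated cells and 100% = wells with medium but no cells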
697 NFkB inh: inhibitors of PMA/ionomycin-induced NF-kB reporter, 697 cells, primary screen, B-cell NF-kB inhibitor project, cell-based, luminescence, uHTS; AID 435022, 2010; 697 B-cell NF-kB luciferase reporter, 16 h; actives 0.33% (n = 330,000); inhibition, % at 4 µM; in the data active = inhibition above about 35%
Jurkat NFkB inh: inhibitors of induced NF-kB luciferase reporter, primary screen, TCR NF-kB activation inhibitor project, cell-based, luminescence, uHTS | Jurkat, PMA/ionomycin-induced NF-kB luciferase reporter | inhibition, % at 4 µM | actives 0.53% (n = 330,000) | AID 435003, 2010; in the data active = inhibition above about 50%
CXCR6 block: CXCR6 receptor inhibitors, primary screen, cell-based, beta-arrestin, luminescence, CHO-K1 PathHunter, 1536-well; actives 0.36% (n = 360,000); inhibition, % at 20 µM; AID 602244, 2012; C-X-C chemokine receptor type 6 (Homo sapiens), O00574; in the data active = inhibition above about 34%, passing the limit was not always enough;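 also: antagonist mode with CXCL16 agonist at 10 nM final; 0% = 10 nM CXCL16 with DMSO and 100% = unstimulated wells without agonist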
Target sequence (O00574 whole entry, looked up): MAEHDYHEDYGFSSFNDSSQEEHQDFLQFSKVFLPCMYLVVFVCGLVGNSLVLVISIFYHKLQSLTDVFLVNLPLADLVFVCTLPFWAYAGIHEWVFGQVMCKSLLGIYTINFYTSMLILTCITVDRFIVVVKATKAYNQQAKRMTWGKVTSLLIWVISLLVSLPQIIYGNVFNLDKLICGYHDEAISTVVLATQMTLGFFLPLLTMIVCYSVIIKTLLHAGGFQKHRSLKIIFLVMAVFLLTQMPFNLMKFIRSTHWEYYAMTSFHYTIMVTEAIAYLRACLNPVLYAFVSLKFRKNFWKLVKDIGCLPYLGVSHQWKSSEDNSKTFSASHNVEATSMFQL
APJ antagonist: antagonists of human apelin receptor APJ, primary screen, CHO-K1 cells, beta-arrestin complementation, luminescence; inhibition, % at 20 µM; actives 0.32% (n = 330,000);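 active = inhibition above about 40% at 20 µM, limit read from the data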;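 also: cells challenged with 10 nM apelin-13 agonist together with compound; plate controls were apelin-13 plus DMSO wells for no effect and DMSO wells lacking apelin-13 for full effect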
CCR6 antagonist: CCR6 receptor antagonists, primary screen, cell-based, CHO-K1, luminescence, beta-arrestin, uHTS. C-C chemokine receptor type 6 (Homo sapiens), P51684. CHO-K1 CCR6 PathHunter beta-arrestin, CCL20-stimulated. inhibition, % at 20 µM. actives 0.49% (n = 340,000). AID 493098, 2011;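 active = compounds whose inhibition of the agonist-driven luminescence signal at 20 µM reaches about 50%, limit read from the data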;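 also: cells stimulated with CCL20 at 14 nM final; plate controls were DMSO with CCL20 for no effect and DMSO without agonist for full effect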
Target sequence (P51684 whole entry, looked up): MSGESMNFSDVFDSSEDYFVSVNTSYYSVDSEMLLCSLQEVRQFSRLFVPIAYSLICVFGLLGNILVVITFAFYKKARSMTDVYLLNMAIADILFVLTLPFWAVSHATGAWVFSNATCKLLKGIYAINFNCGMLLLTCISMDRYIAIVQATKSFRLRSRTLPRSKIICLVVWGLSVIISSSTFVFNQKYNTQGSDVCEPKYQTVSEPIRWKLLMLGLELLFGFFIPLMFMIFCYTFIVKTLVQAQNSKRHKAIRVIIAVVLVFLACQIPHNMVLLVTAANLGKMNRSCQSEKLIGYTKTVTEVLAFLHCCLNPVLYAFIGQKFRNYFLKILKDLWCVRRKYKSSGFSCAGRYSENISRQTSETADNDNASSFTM
Numbers without * were called inactive; / = no result given.

# | molecule | EBI2 block | UBC13 polyUb | Gli-Sufu block | 697 NFkB inh | Jurkat NFkB inh | CXCR6 block | APJ antagonist | CCR6 antagonist
1 | CCn1c(Cc2ccccc2)nnc1SCC(=O)Nc1ccccc1F | 7 | 1 | 2 | 9 | 2 | 0 | 8 | 4
2 | COc1ccccc1CC(=O)NNC(=O)c1cccs1 | 5 | 3 | -1 | 9 | 2 | 5 | 3 | 18
3 | COc1cc(NC(=O)C2CCCN(c3ncnc4c3nc3n4CCCCC3)C2)cc(OC)c1OC (stereo unspecified) | -2 | 0 | 5 | -12 | -8 | 4 | -5 | 11
4 | Cc1cc(CNC(=O)C(C)Cc2ccccc2)nn1C (stereo unspecified) | -3 | 3 | 3 | 3 | 3 | 4 | 0 | -7
5 | Cc1ccc(CNc2ccc(O)cc2)cc1 | 11 | -39 | 4 | -4 | -6 | 1 | -22 | 37
6 | Oc1ccc(Cl)cc1C(C#Cc1ccccc1)N1CCOCC1 (stereo unspecified) | 30 | -2 | 16 | -22 | -19 | 3 | -9 | 14
7 | CCCCOc1ccc(-c2ncc(C(=O)O)c(C)n2)cc1 | -5 | 2 | -87 | -160 | -14 | 2 | -24 | 10
8 | CCOC(=O)C1CCCN(CC(=O)Nc2nc(-c3ccccc3)cs2)C1 (stereo unspecified) | -6 | 0 | 5 | -6 | -7 | -3 | 2 | 11
9 | Cc1c(C(=O)O)c(-c2ccccc2)nn1-c1ccccc1 | -5 | -6 | 4 | 8 | 2 | 2 | 14 | 0
10 | COc1ccnc(N2CCN(c3ccccc3)CC2)c1C#N | 0 | -3 | -15 | -28 | -34 | -3 | 10 | 11
11 | O=C1CSC(c2cccc(O)c2)N1Cc1ccccc1 (stereo unspecified) | 1 | 7 | 0 | 4 | -13 | -6 | 11 | 4
12 | COc1cc(NC(=O)C2CCCN2C(=O)C2CCC(C)CC2)cc(OC)c1OC (stereo unspecified) | 4 | 3 | -20 | 15 | 5 | 2 | 15 | -1
13 | CC(=O)NNC(=S)NC(=O)c1ccc(C)cc1 | 1 | -3 | -2 | 16 | 10 | 2 | -13 | 3
14 | Cc1[nH]c2ccccc2c1CCN(Cc1cccnc1)C(=S)Nc1cccc(F)c1 | 15 | 15 | 26 | 4 | 10 | 7 | 3 | 5
15 | C/C(CC(=O)Nc1ccc(Cl)cc1Cl)=N\NC(=O)c1cnccn1 | -14 | -6 | 3 | 11 | 0 | 7 | 7 | 0
16 | CCOc1ccc(NC(=O)COC(=O)c2ccc(S(=O)(=O)N3CCOCC3)cc2)cc1 | 1 | 1 | -1 | -6 | -5 | -8 | -2 | -2
17 | Cc1ccc(N2CC(C(=O)N3CCN(C(=O)c4ccco4)CC3)CC2=O)cc1 (stereo unspecified) | 1 | 0 | 2 | 17 | 4 | -7 | 0 | -5
18 | Cc1cccc(N2CCN(C(c3cccs3)c3nnnn3C(C)(C)C)CC2)c1C (stereo unspecified) | 17 | -9 | 12 | -18 | -1 | 15 | -9 | 8
19 | Cc1ccc(NS(=O)(=O)c2cccc(C(=O)N/N=C/c3ccc4c(c3)OCCO4)c2)c(C)c1 | 4 | 22 | 3 | 20 | -10 | -5 | 2 | 3
20 | CCC(NC(=O)Cc1c(C)c2cc3c(cc2oc1=O)OC(C)(C)CC3)C(=O)O (stereo unspecified) | -3 | 8 | -17 | -49 | 16 | -1 | 7 | 7
21 | CCOC(=O)C1=C(O)C(=O)N(c2ccccc2)C1c1cccc([N+](=O)[O-])c1 (stereo unspecified) | 5 | -6 | -14 | 5 | 6 | 0 | -6 | 2
22 | CCC(C)C(NS(=O)(=O)c1ccc(C)cc1)C(=O)O (stereo unspecified) | -9 | -7 | 0 | -3 | 3 | 0 | 3 | 10
23 | CSc1ccc(N2CCN(CCCNC(=O)Nc3ccccc3F)CC2)cc1 | 9 | 16 | 6 | 2 | 18 | -5 | 5 | 16
24 | CCCCn1c(=N)n(CC(=O)c2ccco2)c2ccccc21 | -4 | 2 | 10 | -7 | 6 | 1 | 11 | 4
25 | Cc1ccc(C(=O)Nc2ccccc2C(=O)N2CC3(C)CC2CC(C)(C)C3)cc1 (stereo unspecified) | 1 | -8 | 14 | 9 | 12 | 2 | 0 | 3
26 | CCCN(CCC)c1ncnc2nc[nH]c12 | -7 | 8 | -17 | -45 | 20 | 2 | -15 | 4
27 | CC(CC(=O)O)CC(=O)Nc1ccccc1C(=O)O (stereo unspecified) | -2 | 10 | 0 | 20 | 2 | -3 | -8 | 1
28 | CCOc1ccc2c(CC)cc(=O)oc2c1OCC | -15 | 12 | 1 | 25 | 10 | -3 | 4 | -4
29 | O=C(CCCc1ccccc1)NCc1ccc(Cl)cc1 | 5 | 12 | -1 | -3 | -5 | 6 | -7 | 19
30 | CCNc1ccc(C(=O)OCC(=O)NC(=O)NCC(C)C)cc1[N+](=O)[O-] | 2 | -6 | 3 | 8 | 3 | 0 | -1 | 12
31 | O=C(CSc1nccn1-c1cccc(Cl)c1)Nc1ccc2c(c1)OCCO2 | 1 | -7 | 11 | -12 | -18 | 3 | -22 | 4
32 | CC(=O)c1ccc(S(=O)(=O)N2CCN(C(=O)CSc3ccc(F)cc3)CC2)cc1 | 31 | 0 | -8 | 16 | 1 | 7 | 2 | 5
33 | COc1ccc(NC(=O)N(C)C[C@H]2Oc3c(NS(=O)(=O)c4cccs4)cccc3C(=O)N([C@H](C)CO)C[C@@H]2C)cc1 | -13 | -13 | -13 | -26 | -18 | 2 | 2 | -6
34 | C=C1c2ccccc2O[C@H](C(=O)OCC)[C@H]1OC | -10 | / | 2 | 11 | / | 6 | / | 9
35 | CC(Sc1ncnc2sccc12)C(=O)Nc1ccc(S(=O)(=O)N2CCOCC2)cc1 (stereo unspecified) | -14 | / | 5 | / | / | 6 | / | 5
36 | O=C(NCC(c1ccco1)N1CCN(c2ccccc2F)CC1)c1ccco1 (stereo unspecified) | 2 | -1 | -5 | 17 | 11 | 3 | 25 | 8
37 | CCn1c(Cc2ccc(OC)cc2)nnc1SCC(=O)NC1CCCCC1 | -12 | 3 | -6 | 3 | -5 | -4 | 6 | 19
38 | NC1=C(O)C(=O)C(c2ccccc2)O1 (stereo unspecified) | -8 | 1 | 8 | 14 | 7 | -4 | -7 | 15
39 | CCOc1ccccc1NC(=O)c1ccc(S(=O)(=O)N(C)c2ccccc2)cc1 | 7 | 3 | -1 | 19 | -11 | -3 | -1 | 20
40 | CSc1nnnn1-c1ccc(C(=O)OCC(=O)N2CCOCC2)cc1 | 7 | -12 | 1 | -16 | -8 | 2 | 11 | -2
41 | Cc1cc2[nH]c(=O)c3ccccc3n2n1 | -2 | 4 | 0 | 13 | 10 | 8 | -4 | 3
42 | CNCc1cc(Br)c(OCC(=O)Nc2ccccc2OC)c(OC)c1 | -1 | 65* | 0 | 5 | -4 | -4 | 6 | 11
43 | N=C(c1ccc([N+](=O)[O-])cc1)N1CCCCC1 | -4 | 4 | -13 | -2 | 0 | -9 | -10 | -3
44 | Cc1ccc(S(=O)(=O)CCC(=O)Nc2nnc(-c3ccco3)o2)cc1 | -11 | -7 | -4 | -5 | -11 | 11 | 24 | 9
45 | CC(OC(=O)c1ccc2c(=O)n3c(nc2c1)CCCCC3)C(=O)Nc1ncc(Cl)cc1Cl (stereo unspecified) | -2 | -5 | 3 | 18 | 9 | 0 | 3 | 10
46 | Cc1cccc(C(=O)N[C@H](C(=O)Nc2nc3ccccc3[nH]2)C(C)C)c1 | -12 | 1 | 38 | -10 | 60* | -9 | 5 | -10
47 | COCCSc1ccccc1C(=O)N1CCN(c2ccccc2)CC1 | 0 | 4 | 2 | 19 | -3 | 7 | 6 | 3
48 | Brc1ccc(-c2csc(N3CCCCCC3)n2)cc1 | 27 | -11 | 51 | 19 | -21 | 3 | 8 | 22

Structural class, the entries above with a Cl atom
# | molecule | EBI2 block | UBC13 polyUb | Gli-Sufu block | 697 NFkB inh | Jurkat NFkB inh | CXCR6 block | APJ antagonist | CCR6 antagonist
6 | Oc1ccc(Cl)cc1C(C#Cc1ccccc1)N1CCOCC1 (stereo unspecified) | 30 | -2 | 16 | -22 | -19 | 3 | -9 | 14
15 | C/C(CC(=O)Nc1ccc(Cl)cc1Cl)=N\NC(=O)c1cnccn1 | -14 | -6 | 3 | 11 | 0 | 7 | 7 | 0
29 | O=C(CCCc1ccccc1)NCc1ccc(Cl)cc1 | 5 | 12 | -1 | -3 | -5 | 6 | -7 | 19
31 | O=C(CSc1nccn1-c1cccc(Cl)c1)Nc1ccc2c(c1)OCCO2 | 1 | -7 | 11 | -12 | -18 | 3 | -22 | 4
45 | CC(OC(=O)c1ccc2c(=O)n3c(nc2c1)CCCCC3)C(=O)Nc1ncc(Cl)cc1Cl (stereo unspecified) | -2 | -5 | 3 | 18 | 9 | 0 | 3 | 10

New compounds follow:
# | molecule | EBI2 block | UBC13 polyUb | Gli-Sufu block | 697 NFkB inh | Jurkat NFkB inh | CXCR6 block | APJ antagonist | CCR6 antagonist
49 | CC1(C)CC(N(Cc2cccs2)C(=O)c2ccco2)CCO1 (stereo unspecified) | -4 | 0 | -3 | 7 | 1 | -1 | 4 | 19
50 | Nc1nnc(SCc2ccccc2)n1-c1ccccc1 | -6 | 1 | 2 | 20 | -5 | 0 | 6 | -7
51 | COc1ccc(CCC(=O)Nc2ccc(C)c(S(=O)(=O)N(C)C)c2)cc1OC | -9 | -2 | 18 | -35 | 20 | 0 | 1 | 6
52 | Cc1ccc(OCc2cc(C(=O)N(C)CCc3ccccn3)no2)cn1 | -8 | 9 | 7 | 1 | 7 | 1 | 5 | 19
53 | C=CCn1c(O)c(N=NC(=S)Nc2ccccc2C)c2cc(S(=O)(=O)N3CCOCC3)ccc21 | 11 | -29 | 52 | 12 | 15 | -1 | -12 | 16
54 | O=C(NCc1ccccn1)Nc1ccc(Cl)cc1Cl | -7 | 2 | -41 | -49 | -42 | -3 | -35 | -1
55 | CC(=O)COc1cc(C)cc2oc(=O)c(C)c(C)c12 | -9 | 14 | 0 | 23 | 8 | -6 | 10 | 6
56 | CC(=O)Oc1cc(OC(C)=O)c2c(C)cc(=O)oc2c1 | 1 | 19 | 6 | -8 | -4 | -1 | -13 | 0
57 | Cc1ccc(F)cc1NC(=O)Nc1cc(C(C)(C)C)nn1C | -6 | 8 | 1 | -4 | 7 | -5 | -26 | 6
58 | COc1ccc2c(c1)CCc1c(C(=O)N(C)c3ccccc3)noc1-2 | 10 | 8 | -13 | -48 | -43 | -6 | 8 | 6
59 | COc1cc(C2c3[nH]c4ccccc4c3C[C@H]3C(=O)N(CCO)CC(=O)N23)cc(OC)c1OC (stereo partly specified) | -4 | 4 | -4 | 8 | 1 | -2 | -19 | 2
60 | CC1CCN(S(=O)(=O)c2cccc(C(=O)N(C)C3(C)CCS(=O)(=O)C3)c2)CC1 (stereo unspecified) | -3 | -5 | 4 | -1 | 0 | 4 | 1 | 1
61 | CCc1nnc(NC(=O)CSc2nncc(=O)n2N)s1 | -3 | 1 | 29 | -8 | -11 | -11 | -39 | -4
62 | CCNC(=O)/C(=C/c1ccco1)NC(=O)/C=C/c1ccccc1 | -2 | -36 | 2 | -17 | -28 | -6 | 1 | 5
63 | COc1ccc2c(=O)c3c(=O)n(-c4ccccc4)c(-c4ccc(C)cc4)nc3oc2c1 | 5 | -14 | 0 | 6 | -26 | 3 | 15 | 8
64 | CC(=O)N1c2ccc(S(=O)(=O)N3CCC(C(=O)N4CCN(c5ccc(Cl)cc5)CC4)CC3)cc2CC1C (stereo unspecified) | 25 | 6 | 76* | 7 | 30 | -5 | 7 | 0
65 | NS(=O)(=O)c1ccc(CNC(=O)/C=C/c2ccccc2[N+](=O)[O-])cc1 | -3 | -2 | -4 | 13 | 4 | 1 | 11 | 12
66 | COc1cccc(C2=NOC(C(=O)N3CCOCC3)C2)c1 (stereo unspecified) | 1 | -3 | -43 | -42 | -52 | 7 | 8 | 9

Assay outcomes as filed in PubChem.
